# GCN5L2 inh = blocks human GCN5L2 histone acetyltransferase. GCN5L2 HAT assay, ThioGlo1 CoA-SH fluorescence. Q92830. actives 0.21% (n = 390,000). AID 504327. Potency, µM (top dose mostly 58.9 µM), inactives show at the top dose activity change, negative = inhibition, hits mostly inhibitors
# Target sequence (Q92830 whole entry, looked up): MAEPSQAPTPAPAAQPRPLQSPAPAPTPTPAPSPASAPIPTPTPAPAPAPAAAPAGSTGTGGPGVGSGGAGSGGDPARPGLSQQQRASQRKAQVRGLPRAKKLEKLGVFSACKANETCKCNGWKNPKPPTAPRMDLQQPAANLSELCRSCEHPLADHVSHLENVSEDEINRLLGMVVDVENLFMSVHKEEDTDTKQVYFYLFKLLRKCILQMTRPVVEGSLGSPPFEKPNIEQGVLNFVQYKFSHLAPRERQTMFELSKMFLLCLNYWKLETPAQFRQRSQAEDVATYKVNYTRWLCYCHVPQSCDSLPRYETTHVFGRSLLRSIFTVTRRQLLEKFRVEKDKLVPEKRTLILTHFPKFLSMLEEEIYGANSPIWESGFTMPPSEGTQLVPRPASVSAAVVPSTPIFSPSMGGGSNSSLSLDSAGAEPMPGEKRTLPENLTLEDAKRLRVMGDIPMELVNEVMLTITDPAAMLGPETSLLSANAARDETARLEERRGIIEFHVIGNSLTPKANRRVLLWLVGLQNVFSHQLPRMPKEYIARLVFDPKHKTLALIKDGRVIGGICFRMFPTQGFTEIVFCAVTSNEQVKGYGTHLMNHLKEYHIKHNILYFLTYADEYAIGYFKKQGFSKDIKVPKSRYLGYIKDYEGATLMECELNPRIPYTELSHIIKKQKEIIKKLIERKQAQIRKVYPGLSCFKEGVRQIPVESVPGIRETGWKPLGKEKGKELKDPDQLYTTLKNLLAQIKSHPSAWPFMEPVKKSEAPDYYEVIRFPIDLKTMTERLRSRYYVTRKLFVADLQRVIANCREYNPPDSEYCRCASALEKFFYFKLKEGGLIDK
#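 Preincubate 20nM GCN5L2 with compound 15 min, RT → add 50uM ThioGlo1 + 75uM H3(1-25) + 70uM acetyl-CoA → read fluorescence 0 and 20 min. Primary qHTS; fluorescent artifacts likely.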
# DT40 TDP1 no CPT = qHTS for Inhibitors of human tyrosyl-DNA phosphodiesterase 1 (TDP1): qHTS in cells in absence of CPT; AID 686978, 2013; DT40 Tdp1-/- hTDP1 cells, no CPT, ATP luminescence, 48 h; Potency, µM (top dose mostly 46.2 µM), for the others: top-dose activity change, negative = growth inhibition, actives largely listed as inhibitors; actives 15% (n = 420,000); also: nearly all actives have a fitted effect of over 55% in size
#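 Stably hTDP1-transfected Tdp1-null chicken DT40 cells were treated with library compounds minus camptothecin and grown for at least 48 hr at 37 °C, after which cellular ATP was quantified by luminescence.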
# DT40 TDP1 CPT = growth inhibition of DT40 Tdp1-/-;hTDP1 cells with camptothecin (screen for TDP1 inhibitors); AID 686979; Potency, µM (doses to about 46.2 µM), for inactives: top-dose activity change, negative = growth inhibition, hits mostly inhibitors; chicken DT40 Tdp1-/-;hTDP1 cells + 20 nM CPT, ATP luminescence, 48 h; actives 12% (n = 420,000); also: nearly all actives have a fitted effect of over 55% in size
#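 Chicken DT40 Tdp1-/- cells complemented with human TDP1, 400 cells/well, exposed to compounds plus 20 nM camptothecin for at least 48 h at 37 C; viability read as ATP content by CellTiter-Glo luminescence.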
# The depositor's hits bear a star; ? = inconclusive; nt = no result given; [ ] = dose if it differs, or a comment. Calls follow the shape of the dose curve; as a rule, active = well fitted curve in the direction sought with a large enough effect; inconclusive = small, poorly fitted or top-dose-only effect, or another doubt; inactive = no such curve, though single readings can be large; an effect the other way counts as inactive or inconclusive. % is scaled to controls: 0 for no effect and ±100 for the full control effect; potency is read from the fitted curve at half-maximal effect.
# Values run as follows: GCN5L2 inh	DT40 TDP1 no CPT	DT40 TDP1 CPT
- COc1ccccc1/C=C1\SC(=O)N(CCC(=O)N(C)C2CCS(=O)(=O)C2)C1=O (stereo unspecified)
 : -26%	-17%	-21%
- CCOC(=O)c1c(C)[nH]c(CCC(=O)NCc2ccc(OC)cc2OC)c1C
 : -3%	16µM*	?
- CCOC(=O)C1=C(C)NC(=O)NC1c1cn(-c2ccccc2)nc1-c1ccc(OCC)cc1 (stereo unspecified)
 : -10%	?	?
- CCOc1ccccc1N1CCN(C(=S)Nc2ccc(S(N)(=O)=O)cc2)CC1
 : 0%	?	?
- CCc1ccc(CC(=S)N2CCOCC2)cc1
 : -4%	10%	-15%
- Cc1ccc(OCC(=O)N(C)C2CCCCC2)c([N+](=O)[O-])n1
 : -1%	3%	-1%
- CCN(C(=O)c1ccc(=O)[nH]c1)c1c(N)n(Cc2ccccc2)c(=O)[nH]c1=O
 : -2%	-14%	-1%
- Cc1ccc2nc(-c3ccc(NC(=O)CSc4nc(N)cc(=O)[nH]4)cc3)sc2c1
 : 1%	5%	-4%
- CN1CCN(C(=O)c2cccc(-c3cnc4cnc(-c5ccccc5Oc5ccccc5)cn34)c2)CC1
 : nt	13µM*	18µM*
- COc1ccc(-c2noc3c2-c2nc(-c4ccc(Cl)cc4)sc2CC3)cc1
 : 6%	-16%	-16%
- CCOc1cc(/C=C(\C#N)C(=O)Nc2cccc(C(=O)O)c2)ccc1OCc1ccccc1Cl
 : ?	?	?
- CC1(C2CC2)NC(=O)N(CC(=O)Nc2ccc(OC(F)F)cc2)C1=O (stereo unspecified)
 : nt	2%	-1%
- CC1CC(C)CN(CCCNC(=O)CN2C(=O)CSc3ccc(S(=O)(=O)N4CCOCC4)cc32)C1 (stereo unspecified)
 : -4%	18%	2%
- O=C(OCC(=O)N1CCCC1)c1ccc(OC(F)(F)F)cc1
 : 3%	?	-3%
- COc1cc(C#N)ccc1OC(=O)c1cccc(S(=O)(=O)N2CCN(C)CC2)c1
 : -1%	-7%	-1%
- COc1ccccc1C(=O)NCC(=O)N/N=C/c1ccc2c(c1)OCO2
 : -8%	?	?
- COC(=O)c1cnc(NC(=O)C2(C)CCN2C(=O)C(C)C)s1 (stereo unspecified)
 : nt	3%	-3%
- CCOC(=O)C1(C)CCN1C(=O)c1ccccc1 (stereo unspecified)
 : nt	-13%	-17%
- COc1cc2cc[n+](Cc3ccc([N+](=O)[O-])cc3)cc2cc1OC
 : -25%	?	18µM*
- O=C(O)Cc1ccc(NC(=O)Nc2ccc(Br)cc2)cc1
 : -29%	9%	12%

# The last six compounds of the part before lead into the next.
# Values run as follows: GCN5L2 inh	DT40 TDP1 no CPT	DT40 TDP1 CPT
- COc1cc(C#N)ccc1OC(=O)c1cccc(S(=O)(=O)N2CCN(C)CC2)c1
 : -1%	-7%	-1%
- COc1ccccc1C(=O)NCC(=O)N/N=C/c1ccc2c(c1)OCO2
 : -8%	?	?
- COC(=O)c1cnc(NC(=O)C2(C)CCN2C(=O)C(C)C)s1 (stereo unspecified)
 : nt	3%	-3%
- CCOC(=O)C1(C)CCN1C(=O)c1ccccc1 (stereo unspecified)
 : nt	-13%	-17%
- COc1cc2cc[n+](Cc3ccc([N+](=O)[O-])cc3)cc2cc1OC
 : -25%	?	18µM*
- O=C(O)Cc1ccc(NC(=O)Nc2ccc(Br)cc2)cc1
 : -29%	9%	12%
- Cc1ccc(CCNc2ncnc3onc(-c4ccc(Cl)cc4)c23)cc1
 : -6%	26µM*	?
- O=C(NCC1CCCO1)c1ccc(Oc2ccc([N+](=O)[O-])cc2Cl)cc1 (stereo unspecified)
 : -1%	11%	-1%
- Cc1ccc(CNC(=S)Nc2ccc(NS(=O)(=O)c3ccc(C)cc3)cc2)cc1
 : ?	23µM*	?
- Cc1ccc(C(C)C)c(O)c1C(=O)O
 : nt	-1%	-1%
- CCC(Sc1nc(=O)cc(N)n1-c1cccc(C)c1)C(=O)Nc1cc(C)on1 (stereo unspecified)
 : 1%	?	-22%
- CC(=O)c1c(C)[nH]c(C(=O)OCC(=O)N2CCCC2=O)c1C
 : -5%	-12%	-9%
- Cc1ccc(CN2CCCn3nc(C(=O)NCc4cc(C)ccc4C)cc3C2=O)cc1
 : -2%	16µM*	15µM*
- N#CC1=C(C=Nc2ccccc2O)CCC1
 : 7%	-10%	1%
- O=S1(=O)CCOC[C@H](c2ccccc2)N1Cc1ccc(Cl)cc1Cl
 : nt	?	?
- CCc1nc2ccc(C(=O)N3CCN(S(=O)(=O)CC)CC3)cn2c1N(C)Cc1cccs1
 : nt	?	?
- O=C(CSc1ncn[nH]1)Nc1ccc2c(c1)CCC2
 : -1%	-18%	-17%
- Cc1cc(Cn2nc(C(=O)NCc3cccc(C(F)(F)F)c3)cc2-c2ccccc2)on1
 : -8%	?	?
- Cc1ccc2nc(N3CCCCCC3)c(CN(CC3CCCO3)C(=O)c3cncs3)cc2c1 (stereo unspecified)
 : nt	-23%	-6%[9.04 µM]
- CC1(C)CC(=O)C(CSC(=O)c2ccccc2)C(=O)C1
 : nt	13µM*	13µM*
- CCCC(=O)NC(c1ccc2c(c1)OCO2)c1cc(Cl)c2cccnc2c1O (stereo unspecified)
 : 0%	3.7µM*	4.6µM*
- O=C(NC1CCCC1)c1cccc2c1C(=O)c1ccc(Cl)cc1S2(=O)=O
 : -2%	-20%	-4%
- CCCCNC(=O)CO/N=C(\C)c1cc2ccccc2o1
 : 0%	?	?
- Cn1c(=O)[nH]c(=O)c2c1nc(SCCO)n2CC(O)COc1ccccc1 (stereo unspecified)
 : -22%	?	0%
- Cc1cc(OCC(=O)Nc2ccccc2C)no1
 : ?	7%	0%
- CCn1c2ccccc2c2nnc(N3CCN(c4cc(C)ccc4C)CC3)nc21
 : -15%	3%	-10%

# (cont.)
# Values run as follows: GCN5L2 inh	DT40 TDP1 no CPT	DT40 TDP1 CPT
- CCc1cccc(C)c1NC(=S)NCCc1c(C)[nH]c2ccc(C)cc12
 : -5%	21µM*	10µM*
- Cc1ccc(S(=O)(=O)N2C[C@H]3[C@H]4C(=O)N(Cc5ccccc5)C(=O)[C@H]4CC(=O)[C@H]3[C@@H]2c2cccc3ccccc23)cc1
 : nt	?	?
- Cc1ccc(Cl)cc1N1CCN(S(=O)(=O)c2cnc[nH]2)CC1
 : 0%	?	21µM*
- CCN(C(=O)c1cnc2scc(C)n2c1=O)c1ccccc1C
 : -3%	?	?
- CCOC(=O)c1[nH]c2ccc(F)cc2c1NC(=O)CN1CCN(C/C=C/c2ccccc2)CC1
 : -4%	?	?
- CC1CCN(C(c2cccs2)c2nnnn2Cc2ccccc2)CC1 (stereo unspecified)
 : -3%	?	?
- CC(=O)Nc1ccc2nc3ccccc3nc2c1
 : -10%	?	?
- CCOc1ccc(S(=O)(=O)Nc2c(C)n(C)n(-c3ccccc3)c2=O)cc1
 : -11%	-6%	-3%
- N#CCCCn1c(-c2ccccc2)noc1=O
 : 0%	4%	-1%
- COc1ccccc1NC(=S)NCCC(c1ccccc1)c1ccccc1
 : -7%	?	?
- CCOC(=O)C1CCCN(c2c(NCCc3ccc(Cl)cc3)c(=O)c2=O)C1 (stereo unspecified)
 : -3%	-27%	-2%
- Cc1ccc(C(=O)NCCNC(=O)Cc2ccccc2)cn1
 : -4%	11%	6%
- O=C(CC(=O)c1c(F)cccc1Cl)c1ccccc1O
 : -20%	12µM*	?
- COc1ccc(NC(=O)CSc2nc(O)cc(=O)[nH]2)c(OC)c1
 : 11%	?	?
- CCc1cc(=O)oc2cc(OCC(=O)N3CCC(C(N)=O)CC3)ccc12
 : -9%	3%	10%
- C[C@@H]1CN([C@@H](C)CO)C(=O)Cc2cc(NC(=O)Nc3ccc(F)cc3)ccc2O[C@@H]1CN(C)Cc1ccc(Cl)c(Cl)c1
 : -8%	15µM*	?
- COc1cc(OC)cc(-c2sc3ccc(OC)cc3c2-c2ccc(OCCN3CCCCC3)cc2)c1
 : -8%	?	?
- Cc1cc(C)n(S(=O)(=O)c2ccc(C(C)(C)C)cc2)n1
 : -8%	-15%	-15%
- CCCCNC(=O)Nc1nc2ccccc2s1
 : -8%	?	?
- COc1ccccc1-c1ccc(NC2CCCCC2)nn1
 : -3%	?	?

# Following part:
# Values run as follows: GCN5L2 inh	DT40 TDP1 no CPT	DT40 TDP1 CPT
- Oc1ccc(Br)cc1C=Nc1ccc(Cl)cc1
 : -7%	19%	-7%
- Cc1cccc(OCC(=O)Nc2ccc(C(=O)Nc3ccccc3C(=O)O)cc2)c1
 : nt	?	-26%
- O=C(c1cccc(N2CCCC2=O)c1)N1CCN(c2ccccc2)CC1
 : 0%	4%	7%
- O=S(=O)(c1ccc(N=C2NN=C(c3cc(F)ccc3F)CS2)cc1)N1CCOCC1
 : -25%	6.5µM*	8.2µM*
- O=C(Nc1ccccc1C(F)(F)F)C(O)(c1ccccc1)C1CCCCC1 (stereo unspecified)
 : -9%	-18%	-15%
- Cc1cccc(NC(=O)CN2C(=O)NC(C)(c3ccc4c(c3)OCO4)C2=O)c1 (stereo unspecified)
 : -13%	-17%	0%
- COC(=O)C1=C(C)OC(N)=C(C#N)C1c1cc2cc(C)ccc2nc1Cl (stereo unspecified)
 : -3%	?	-1%
- O=C(COC(=O)c1ccccc1Cl)NCc1cccs1
 : nt	0%	-4%
- COc1cccc(NC(=O)CN2C(=O)c3ccccc3Sc3ncccc32)c1
 : -4%	18µM*	?
- CCOC(=O)C1C(=O)OC(C)(C)C1C(CC)C(=O)c1c(C)cc(C)cc1C (stereo unspecified)
 : -4%	9.2µM*	18µM*
- COC(=O)CSc1nc2cc(OC)ccc2n1C
 : -3%	9%	9%
- COC(=O)c1c(NC(=O)c2ccc([N+](=O)[O-])o2)sc2c1CCN(C(C)C)C2
 : -7%	0.82µM*	0.58µM*
- COc1ccc(OCCNC(=O)c2cccc(Oc3ccc(C(F)(F)F)cc3[N+](=O)[O-])c2)cc1
 : 1%	?	?
- CCOc1ccc(NC(=O)c2c(NCc3cccnc3)sc3c2CCCC3)cc1
 : -17%	?	?
- COC(=O)[C@@H]1CCCN1C(=O)c1c(OC)cc(=O)n2c1CCN(Cc1ccc3nsnc3c1)CC2
 : nt	-15%	1%
- Cc1ccc(-n2nc(C)c3c2OC(N)=C(C#N)C3c2ccccc2F)cc1 (stereo unspecified)
 : 19%	-29%	?
- O=C(OCCOc1ccc(Cl)cc1)c1cc(S(=O)(=O)N2CCCCC2)ccc1N1CCOCC1
 : nt	?	13µM*
- COC(=O)C1=C(O)/C(=C\c2cc(C)n(-c3ccccc3F)c2C)N=C1C
 : -3%	-23%	-19%
- CN(Cc1ccccc1)C(=O)c1ccc(Nc2nc(C(N)COCc3ccccc3)cs2)nc1 (stereo unspecified)
 : nt	?	?
- CC(C)CCC(CCN1CCCC1)c1ccc2c(c1)OCO2 (stereo unspecified)
 : 2%	?	?

# New compounds follow:
SMILES	GCN5L2 inh	DT40 TDP1 no CPT	DT40 TDP1 CPT
CCOC(=O)c1oc2ccc(S(=O)(=O)Nc3ccc4c(c3)n(C)c(=O)n4C)cc2c1C	-5%	21µM*	?
Nc1c(N(C(=O)Nc2ccc(Cl)c(Cl)c2)C2CCCC2)c(=O)[nH]c(=O)n1Cc1ccccc1	2%	?	?
CCCCOc1ccc(C2CCC(C(C)=O)C(C)C2)cc1 (stereo unspecified)	-5%	23µM*	?
O=C(N[C@@H](Cc1ccccc1)C(=O)OCc1ccccc1)c1ccco1	-11%	?	-1%
CCN(CC)S(=O)(=O)c1ccc(C)c(NC(=O)CN(C)C)c1	-3%	-14%	-6%
CC(=O)NCc1ccc(-c2csc(NC(=O)CCCc3nc4ccccc4c(=O)[nH]3)n2)cc1	0%	?	-23%
CCCc1cc(=O)oc2c(C)c(O[C@@H]3O[C@H](CO)[C@@H](O)[C@H](O)[C@H]3O)ccc12	6%	7.3µM*	?
CSCCC1NC(=O)N(C(C)C(=O)Nc2cc(Cl)cc(Cl)c2)C1=O (stereo unspecified)	-5%	-18%	0%
COc1ccc(OC)c(NC(=O)CSc2nc(=O)n(CCN3CCOCC3)c3c2CCC3)c1	0%	10%	12%
COC(=O)C1=CNC=C(C(=O)OC)C1c1cccc(OC)c1	-17%	-24%	-32%
CCOc1ccc(S(=O)(=O)N2CCc3ccccc3C2)cc1	-11%	2%	-5%
COc1ccc(OC)c(C2NC(=S)NC3=C2N2CCC3CC2)c1 (stereo unspecified)	-3%	1%	-1%
CC(=O)Nc1ccc(NC(=O)[C@@H](NC(=O)N2C[C@H]3C[C@@H](C2)c2cccc(=O)n2C3)C(C)C)cc1	-7%	-3%	0%
CN(C)c1ccc(/C=C/c2ccnc3ccccc23)c(N)c1	nt	0.63µM*	0.63µM*
O=C(CSc1nnc(-c2ccccc2)n1Cc1ccco1)NCc1ccc2c(c1)OCO2	-13%	-19%	-13%

# Assay outcomes deposited in PubChem by National Center for Advancing Translational Sciences (NCATS).

# The list is partial; the hit share may differ from the screen's.
